ALOX12 inh: inhibitors of human 12S-lipoxygenase ALOX12; 580,000 tested, 1.1% active; purified 12hLO, xylenol orange hydroperoxide absorbance; Potency, µM (top dose mostly 108 µM), inactives show at the top dose activity change, negative = inhibition, hits mostly inhibitors; P18054; further: on the % scale 0 is the no-effect control and ±100 the full control effect
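Purified human 12hLO (150 nM final) in 25 mM Hepes, 0.01% Triton X-100, pH 7.0 was preincubated 15 min at room temperature with compound. Then 40 uM arachidonic acid was added, 30 min. Hydroperoxide was read by Fe-XO absorbance ratio 573/405 nm.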
PGK inhibitor: inhibitors of T. brucei phosphoglycerate kinase | Potency, µM (doses to about 57.5 µM), for the others: at the top dose activity change, negative = inhibition, hits mostly inhibitors | P07378 | AID 602233 | PGK/GAPDH coupled, Kinase-Glo luminescence, 60 min | 380,000 tested, 0.043% active; further: on the % scale 0 is the no-effect control and ±100 the full control effect; nearly all actives have a fitted effect of over 60% in size
Target sequence (P07378 whole entry, looked up): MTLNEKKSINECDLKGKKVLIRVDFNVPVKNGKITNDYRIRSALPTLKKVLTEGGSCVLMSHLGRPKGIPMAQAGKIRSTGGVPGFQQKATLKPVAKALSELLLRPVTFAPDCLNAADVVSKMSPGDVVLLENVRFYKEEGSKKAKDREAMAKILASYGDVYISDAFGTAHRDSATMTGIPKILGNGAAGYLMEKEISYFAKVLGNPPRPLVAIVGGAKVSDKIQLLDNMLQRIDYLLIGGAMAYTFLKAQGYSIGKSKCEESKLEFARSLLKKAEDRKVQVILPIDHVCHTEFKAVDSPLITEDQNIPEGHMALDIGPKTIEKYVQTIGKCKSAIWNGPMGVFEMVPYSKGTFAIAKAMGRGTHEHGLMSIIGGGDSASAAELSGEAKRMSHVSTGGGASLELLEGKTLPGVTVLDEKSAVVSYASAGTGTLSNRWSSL
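Luminescent ATP detection (Kinase-Glo Plus) follows a 60-minute room-temperature incubation, with wells lacking PGK as controls. Buffer: 100 mM TEA (pH 7.6), 5 mM MgCl2, 0.01% Tween-20. Coupling enzyme GAPDH (100 nM final) supplies unstable 1,3-BPG in-well.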
rTrxR1 inhibitor: inhibitors of rat thioredoxin reductase 1; Potency, µM (doses to about 114 µM), without a hit: at the highest dose activity change, negative = inhibition, actives largely listed as inhibitors; 390,000 tested, 1% active; O89049; recombinant rTrxR1, NADPH fluorescence consumption, selenite substrate; AID 588453; further: on the % scale 0 is the no-effect control and ±100 the full control effect; nearly all actives have a fitted effect of over 65% in size
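Rat TrxR1 (90 nM in the dispensed reagent) was pre-reduced with 400 uM NADPH for 5 min at room temperature, then incubated with compound for 15 min. After 400 uM selenite was added, NADPH fluorescence (Ex 340/Em 450 nm) was followed for 8 min.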
ERG-DNA inh: ERG Ets/DNA interaction inhibition. AID 624246. fluorescence polarization, His-ERG Ets domain / labelled DNA. 370,000 tested, 0.028% active. P11308. Potency, µM (top dose mostly 76.9 µM), for the others: at the top dose FP activity, negative = inhibition, usual class: inhibitors; active means well fitted inhibition curve with a large enough effect in the polarisation, with a control signal flat; inconclusive means small, poorly fitted or top-dose-only effect, or effect the other way, or a change in a side signal; inactive means no such curve, though single readings can be large or run the other way; the % refers to the polarisation;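 further: polarization taken with two DNA probes labelled with fluorescein and Texas red; % of control where 0% means no effect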
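His-tagged ERG Ets domain (1 uM in the protein solution; 300mM KCl, 50mM Tris-HCl, 1mM EDTA, 1mM DTT, pH 7.5) received compound, then a probe mix of 5 nM fluorescein-DNA and 100nM Texas-615-DNA. Fluorescence polarization was read for both dyes.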
HP1b binding inh: blocks HP1-beta chromodomain binding to methylated histone tails; P83916; AlphaScreen HP1-beta / biotin-H3K9me3 peptide binding; AID 540317; Potency, µM (top dose mostly 114 µM), for inactives: at the top dose activity change, negative = inhibition, actives largely listed as inhibitors; 390,000 tested, 0.56% active; further: nearly all actives have a fitted effect of over 70% in size; inactives centre near 23
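Compound inhibition of the preformed complex between 50 nM HP1-beta and 50 nM biotinylated H3K9me3 peptide was read by AlphaScreen. Buffer was PBS pH 7.4 with 0.01% Tween-20. Incubations ran 30 min at room temperature, with 10 ug/mL donor/acceptor beads.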
JMJD2A Tudor inh: inhibitors of human JMJD2A Tudor domain. AID 504339. AlphaScreen JMJD2A-Tudor / H3K4me3 peptide binding. Potency, µM (doses to about 114 µM), for the others: at the highest dose activity change, negative = inhibition, usual class: inhibitors. 390,000 tested, 4.4% active; further: on the % scale 0 is the no-effect control and ±100 the full control effect; nearly all actives have a fitted effect of over 50% in size
Pin1 inh: human Pin1 inhibition; AID 504891; Pin1 FP peptide displacement, HiFluor488, 10 min; Potency, µM (doses to about 115 µM), inactives show at the top dose activity, negative = inhibition, usual class: inhibitors; 390,000 tested, 0.009% active; Q13526; active means well fitted inhibition curve with a large enough effect in the polarisation, with a control signal flat, not every such curve was filed as active; inconclusive means small, poorly fitted or top-dose-only effect, or effect the other way, or a change in a side signal; inactive means no such curve, though single readings can be large or run the other way; the % refers to the polarisation; further: on the % scale 0 is the no-effect control and ±100 the full control effect
RGS4 inhibitor: human RGS4 inhibition | Potency, µM (titrated, usually from 114 µM), without a hit: at the top dose activity change, negative = inhibition, hits mostly inhibitors | Transcreener GDP fluorescence polarization, RGS4-accelerated GTP hydrolysis | AID 504845 | 390,000 tested, 0.039% active | P49798; further: on the % scale 0 is the no-effect control and ±100 the full control effect; nearly all actives have a fitted effect of over 75% in size; some results filed as inactive show a strong effect at the top dose
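MLSMR compounds (23 nl, pin-transferred) preincubated 10 min at room temperature with a 500nM (2x) first reagent, then RGS4 at 900nM (2x) plus Transcreener GDP mix added; fluorescence polarization (620/688 nm) read before and after 90 min at 30 °C.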
GLS inhibitor: inhibitors of human glutaminase (GLS). O94925. GLS enzymatic activity, qHTS titration. Potency, µM (doses to about 45.5 µM), without a hit: top-dose activity change, negative = inhibition, most hits filed as inhibitors. 410,000 tested, 0.21% active. AID 624170; further: on the % scale 0 is the no-effect control and ±100 the full control effect
Target sequence (O94925 whole entry, looked up): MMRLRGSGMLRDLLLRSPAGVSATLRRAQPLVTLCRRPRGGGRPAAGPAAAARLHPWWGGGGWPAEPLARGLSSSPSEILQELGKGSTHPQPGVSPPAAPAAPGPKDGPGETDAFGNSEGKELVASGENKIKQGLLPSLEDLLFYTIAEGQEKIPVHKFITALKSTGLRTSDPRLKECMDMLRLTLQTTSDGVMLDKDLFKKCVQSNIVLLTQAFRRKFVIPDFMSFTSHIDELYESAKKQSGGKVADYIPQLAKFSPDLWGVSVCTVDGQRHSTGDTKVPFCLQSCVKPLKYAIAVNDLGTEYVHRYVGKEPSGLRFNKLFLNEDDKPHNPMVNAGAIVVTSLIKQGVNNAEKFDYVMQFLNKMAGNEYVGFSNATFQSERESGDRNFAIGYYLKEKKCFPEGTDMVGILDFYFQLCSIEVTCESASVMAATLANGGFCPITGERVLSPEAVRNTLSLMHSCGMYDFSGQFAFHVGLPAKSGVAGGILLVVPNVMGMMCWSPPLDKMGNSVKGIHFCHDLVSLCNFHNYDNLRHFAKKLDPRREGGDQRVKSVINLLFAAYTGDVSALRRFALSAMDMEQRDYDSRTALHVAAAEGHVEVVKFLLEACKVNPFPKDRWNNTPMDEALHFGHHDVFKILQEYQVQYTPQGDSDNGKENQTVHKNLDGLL
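Read-out is an Amplex red fluorescence increase coupled through glutamate oxidase and HRP, measured before and after 30 min room-temperature incubation. hKGA is in 45 mM KH2PO4 (pH 8.2) with 0.02% Tween-20; glutamine added as 1mM solution.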
Numbers without * were called inactive; i = inactive; ? = inconclusive; . = not tested or not shown; & = joins results of further samples; [ ] = remark or other dose. Unless noted, the call rests on the fitted dose curve; in most records, active means well fitted curve in the direction sought with a large enough effect; inconclusive means small, poorly fitted or top-dose-only effect, or another doubt; inactive means no such curve, though single readings can be large; an effect the other way counts as inactive or inconclusive. Potency means the concentration at half of the fitted maximal effect. An excerpt (hit frequency here may not be typical).

canonical_smiles | ALOX12 inh | PGK inhibitor | rTrxR1 inhibitor | ERG-DNA inh | HP1b binding inh | JMJD2A Tudor inh | Pin1 inh | RGS4 inhibitor | GLS inhibitor
O=C(CCCC(=O)N(CC(=O)NC1CCCCC1)CC1CCCO1)Nc1ccccn1 (stereo not given) | 1.6% | 0.6% | 22.8% | 20.7% | 17.0% | 1.9% | 1.3% | -14.3% | 0.6%
Cc1ccc(S(=O)(=O)NNC(=O)C2COc3ccccc3O2)cc1 (stereo not given) | -10.3% | -7.2% | -2.2% | -3.6% | 24.7% | -10.6% | -1.4% | -9.8% | 21.4%
O=C(O)CCN1C(=O)/C(=C\c2cccc(Oc3ccccc3)c2)SC1=S | ? | -14.6% | 6.7%[57.1 µM] | 47.7%[activator] | ? | ? | ? | ? | -16.0%
CCOC(=O)[C@H]1[C@H]2COc3ccc(C)cc3[C@@H]2N2C(=O)CN(Cc3ccccc3)C(=O)[C@@]12C | -25.1% | i | 14.3%[57.1 µM] | 6.2% | 30.6% | -13.8% | -4.1% | 10.7% | 0.1%
O=C(O)CNC(=S)N(Cc1ccc(F)cc1)C1CCCCC1 | 1.6% | -8.8% | 3.4%[57.1 µM] | 2.8% | 13.7% | -4.2% | -10.8% | 32.4% | 5.4%
CC(=O)c1cccc(NC(=S)NNC(=O)c2ccco2)c1 | -4.6% | -8.9% | 1.8% | 8.3% | 32.6% | 3.4% | 1.2% | -6.6% | 10.7%
CCS(=O)(=O)c1ccc(-c2csc(-c3ccccc3Cl)n2)c(Cl)c1Cl | ? | -8.9% | 18.4%[57.1 µM] | -12.9% | 22.3% | 6.3% | -4.1% | -15.7% | 0.7%
CCCCOc1ccc(-c2cc(C(F)(F)F)c(C#N)c(SCC(=O)O)n2)cc1 | 3.8% | i | 7.6%[57.1 µM] | 5.1% | 98.0%[activator] | 26.1% | ? | -23.1% | 6.1%
CN(Cc1cnn(-c2ccccc2)c1)C(=O)C1CCC(=O)N(C2CC2)C1 (stereo not given) | -15.1% | 2.8% | -12.5% | -2.2% | 26.6% | -7.6% | -8.6% | -2.9% | 3.9%
CN(C)C(CNC(=O)C1CCN(S(=O)(=O)c2cccc(C(F)(F)F)c2)CC1)c1ccccc1 (stereo not given) | -10.0% | -1.8% | 4.0% | -5.5% | -2.3% | -11.6% | -3.9% | 21.3% | 7.4%
COc1ccc(OC)c(/C=C/C(=O)OCC(=O)N2CCCCC2)c1 | -8.4% | 2.5% | 1.3% | 1.5% | 33.3% | 4.8% | 3.3% | 1.9% | -14.5%
O=C(COc1ccc(S(=O)(=O)N2CCCCC2)cc1)N1CCCC1 | -14.4% | -3.8% | 13.5% | -6.9% | 19.5% | -0.7% | -5.0% | -9.4% | -0.7%
COc1cccc(N2CCN(C(=O)CN3CCSc4ccc(S(=O)(=O)N(C)C)cc43)CC2)c1 | -10.0% | i | 19.4%[57.1 µM] | 6.6% | 6.4%[57 µM] | -28.8% | 5.4% | 1.8% | 0.9%
CC(=O)Nc1cc2c(cc1Cl)-c1ccc(F)cc1C2O (stereo not given) | -7.4% | i | 9.1% | 1.4% | 39.3%[activator] | -9.1% | -4.2% | -23.0% | 0.5%
COc1ccc(-n2nc3cc(C)c(N)c(Br)c3n2)cc1 | 28.2µM* | -8.5% | 11.5%[57.1 µM] | 6.7% | -25.9% | -15.8%[11.4 µM] | -13.1% | -22.0%[11.4 µM] | -12.6%
CSc1ncccc1C(=O)NCC(c1ccco1)N1CCCCC1 (stereo not given) | -4.9% | -0.5% | -3.8% | -4.3% | 29.7% | -10.5% | 89.5%[activator] | -10.7% | 1.5%
Cn1ccc(=NC=C(C#N)C#N)c2ccccc21 | 8.6% | i | 15.3%[57.1 µM] | 0.7% | 37.5% | -4.9% | 14.1% | 10.9% | -13.7%
Cn1c2ccccc2c2cnn(CC(=O)NCCCN3CCN(c4ccccc4F)CC3)c(=O)c21 | 10.7%&-2.8% | -7.3%&0.8% | -4.6%&10.7% | -6.0%&-4.4% | 22.0%&-1.6% | -22.4%&-31.9% | -16.0%&-1.5% | -7.5%&3.9% | 19.2%&5.7%
CCOc1ccc(OCC(O)CN2CCN(S(=O)(=O)c3cccc(C(F)(F)F)c3)CC2)cc1 (stereo not given) | -15.8% | -1.7% | 5.5% | -9.3% | ? | ? | 3.6% | 11.2% | -3.7%
OC(COCc1ccccc1)CN1CCc2ccccc2C1 (stereo not given) | 3.6% | -7.0% | 0.8% | -14.7% | 37.2% | -20.3% | 0.5% | -14.6% | 11.8%
CCN1C(=O)c2cccc3c(NC(=O)c4cccc(N5C(=O)CCC5=O)c4)ccc1c23 | -3.0% | -9.5% | -8.0% | . | 42.0% | -7.9% | 6.3% | -2.4% | 1.1%
COc1cc(OC)c(C2=NOC(C(=O)NCc3cccs3)C2)cc1Cl (stereo not given) | 0.9% | -2.4% | 25.8%[57.1 µM] | 6.8% | 26.0% | -4.5% | 2.9% | -10.6% | 4.3%
CC1CCCN(CC(O)COc2ccc(Cl)cc2)C1 (stereo not given) | ? | -10.0%[11.5 µM] | 22.8% | . | 6.8% | -5.4% | 2.5% | 2.4% | 11.8%
CCOC(=O)c1cnc(Cc2ccccc2)[nH]c1=O | 26.9% | -8.4% | 18.3% | -5.4% | 21.8% | -11.0% | -0.6% | 6.4% | 0.0%

Taken from above.
Under RGS4 inhibitor, CC(=O)c1cccc(NC(=S)NNC(=O)c2ccco2)c1 has the entry -6.6%
Under rTrxR1 inhibitor, CCS(=O)(=O)c1ccc(-c2csc(-c3ccccc3Cl)n2)c(Cl)c1Cl has the entry 18.4%[57.1 µM]

The listing continues:
canonical_smiles | ALOX12 inh | PGK inhibitor | rTrxR1 inhibitor | ERG-DNA inh | HP1b binding inh | JMJD2A Tudor inh | Pin1 inh | RGS4 inhibitor | GLS inhibitor
O=S(=O)(Nc1ccc2c(c1)nc1n2CCOC1)c1ccccc1 | ? | i | 13.2% | 9.1% | 42.0%[activator] | -32.4% | -17.3% | -19.3% | -0.8%
COC(=O)/C(C#N)=C/c1cc(C)sc1C | 2.6% | -8.8% | 3.5%[57.1 µM] | 2.1% | 14.4% | -11.4% | 2.6% | -6.8% | -3.5%
O=C(Nc1cc2c3c(c1)C1CCCC1CN3CC1CCCC21)c1ccccc1 (stereo not given) | 0.0% | -3.6% | -27.2% | -1.6% | ? | ? | 9.4% | ? | ?
CC(C)n1c(=O)n(CC(=O)NCC2CCCO2)c(=O)c2c3c(sc21)COC(C)(C)C3 (stereo not given) | -12.9% | -5.5% | 13.1% | 17.6% | 23.0%[57 µM] | -3.3% | -7.7% | 5.2% | -1.4%
O=C(CCNC(=O)c1ccc(Br)o1)NCc1ccccc1Cl | 17.0% | 4.1% | 20.9% | -6.0% | 22.4% | -3.6% | -4.4% | 33.6% | -1.1%
COc1ccc(/C=N/NC(=O)c2ccn[nH]2)cc1CSc1ccccn1 | -16.5% | -5.0% | 0.0% | -7.1% | 15.5%[57 µM] | -24.7% | -3.7% | -17.5% | 0.9%
CCCc1cc(=O)[nH]c(SCC(=O)N2c3ccccc3CC2C)n1 (stereo not given) | 24.7% | -3.4% | 10.4% | -2.2% | 26.1% | -5.1% | 1.4% | 10.7% | -1.1%
Fc1ccc(C2CC(c3cccs3)=NN2C(=S)Nc2ccccc2)cc1 (stereo not given) | -11.1% | 3.6% | 8.7% | . | -8.9% | ? | 1.1% | 2.6% | 2.0%
Brc1ccc(-c2c[n+]3c(n2-c2ccccc2)SCC3)cc1 | -9.4% | -6.6% | 25.2%[57.1 µM] | 2.2% | 3.9% | -4.3% | 6.2% | -23.0% | -22.0%
COc1ccc(N2CCN(C(=O)c3ccc(NS(=O)(=O)c4cccc(F)c4)cc3)CC2)cc1 | -25.1% | -3.8% | 15.2% | 9.2% | -10.9% | ? | -8.3% | -10.0% | 38.7%[activator]
Cc1cccc(C2=NN(c3ccccc3)[C@H](CO)[C@H]2c2ccc(Cl)cc2)c1 | ? | i | ? | 10.7% | 270.0%[activator] | 120.9%[activator] | 33.4%[activator] | -10.0% | -0.3%
CCOC(=O)N1CCN(CC(O)COc2ccccc2C(C)(C)C)CC1 (stereo not given) | ? | i | -9.0% | 1.7% | 20.7% | -23.9% | -9.1% | 4.5% | -6.5%
Cc1ccc(/C=N\NC(=O)c2cc([N+](=O)[O-])cc([N+](=O)[O-])c2)o1 | 2.0% | i | -0.8%[57.1 µM] | -8.0% | 34.0% | -6.3% | 0.4% | -7.2% | -9.4%
CC(C)COc1ccc(S(=O)(=O)n2cc(F)c(=O)[nH]c2=O)cc1 | 417.6%[activator] | -2.6% | 6.8%[57.1 µM] | -15.4% | 9.8% | -8.0% | 1.7% | 14.3% | -13.4%
Cc1nn(CC(=O)O)c(C)c1NC(=O)c1cccs1 | -6.4% | -7.7% | 9.6% | -2.7% | 61.3%[activator] | -3.6% | 1.1% | -8.7% | -1.1%
Cc1noc(C(=O)NCc2cccnc2)c1Cl | ? | i | 41.0%[activator] | -5.3% | 37.0% | -7.8% | -1.4% | -20.7% | -11.3%
Cc1ccccc1N(Cc1nnc2n1CCCCC2)C(=O)Nc1ccccc1 | 0.0% | i | 15.2%[57.1 µM] | -3.7% | 24.9% | -6.1% | 6.7% | -1.7% | -0.6%

Screens as filed in PubChem BioAssay.
